4-MU autofl: 4-MU region autofluorescence. AID 589. 11% of 59,000 active. max dye-equivalent concentration, M. compound autofluorescence, 340/450 nm, 4-MU equivalents; stronger effect = higher value; in the data active = max dye-equivalent concentration above about 10 nM; inconclusive = mostly about 1.1 nM to 9.6 nM
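Intrinsic fluorescence at 340/450 nm (ex/em) was read after 15 min at room temperature in pH 8.0, 100 mM Tris. Each compound concentration expressed as 4-MU-equivalent concentration from a six-point 4-MU standard series on each plate.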
Fluorescein fluor: compound fluoresces in the fluorescein spectral region; Compound autofluorescence, 480/540 nm, fluorescein-equivalent; stronger effect = higher value; max fluorescein-equivalent concentration, M; 0.91% of 59,000 active; in the data active = max fluorescein-equivalent concentration above about 10 nM; inconclusive = between about 1.1 nM and that limit
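Read-out is intrinsic compound fluorescence at 480/540 nm (excitation/emission), expressed as dye-equivalent concentration using a fluorescein standard series run on every plate. Compounds sat 15 min at room temperature in 100 mM Tris, pH 8.0.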
HEK293 cAMP ctrl: raises cAMP in parental HEK293 cells, TSHR agonist counter-screen; parental HEK293 CNG cAMP sensor, membrane potential fluorescence; Potency, µM (top dose mostly 57.1 µM), for the others: top-dose activation, usual class: activators; 2.5% of 73,000 active; note: potency is the fitted concentration of half-maximal effect; % of control where 0% means no effect; nearly all actives have a fitted effect of over 55% in size
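Counterscreen for endogenous-receptor signalling: CNG-channel HEK 293 cells report cAMP rise by membrane depolarization. After 60 min dye equilibration with 100 uM RO 20-1724, compounds incubated 30 min before bottom-read fluorescence at 590 nm.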
A350 autofl: compound fluoresces in the Alexa 350 spectral region. Compound autofluorescence, 340/450 nm, Alexa 350 dye-equivalents; stronger effect = higher value. max dye-equivalent concentration, M. 11% of 59,000 active; in the data active = max dye-equivalent concentration above about 10 nM; inconclusive = mostly about 1.1 nM to 9.6 nM
BRCT inh red: inhibitors of human BRCA1 BRCT-phosphoprotein interaction (red fluorophore) | BRCT-phosphopeptide binding, red fluorescence polarization | Potency, µM (doses to about 76.9 µM), without a hit: at the top dose activity change, negative = inhibition, actives largely listed as inhibitors | 0.03% of 75,000 active | AID 892; note: % is set by controls: 0 for no effect and ±100 for the full control effect
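Fluorescence polarization: 100 nM His-tagged BRCA1 BRCT with 100 nM TAMRA-labelled phospho-BACH1 decapeptide, phosphate buffer pH 7.3 with 150 mM NaCl, DTT, 0.01% Tween 20; 12 min RT. Binding inhibition seen as FP decrease.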
USP2a inh: inhibitors of human ubiquitin-specific protease USP2a; O75604; USP2a enzymatic assay, qHTS inhibition; Potency, µM (series often up to 38.3 µM), for the others: at the top dose activity change, negative = inhibition, actives largely listed as inhibitors; 0.1% of 60,000 active; AID 927;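 note: potency is the fitted concentration of half-maximal effect; nearly all actives have a fitted effect of over 60% in size; plate controls were DMSO for no effect and NEM full inhibition control for full effect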
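USP2 core (20 nM final) was preincubated with compound for 30 min at RT in 20 mM Tris-HCl pH 8.0, 2 mM CaCl2, 2 mM beta-mercaptoethanol; Ub-PLA2 (20 nM) plus NBD C6-HPC (20 uM) then added, fluorescence read after 2.5 h.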
GFP derepression: epigenetic GFP locus derepression in mouse cells. mouse C127i GFP locus derepression, cytometry, 30 h. Potency, µM (highest dose often 46.1 µM), for inactives: at the top dose GFP derepression (activation). 0.09% of 68,000 active. AID 597; note: % of control where 0% means no effect
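Locus derepression in mouse mammary C127i cells whose integrated CMV-GFP reporter is normally silent; GFP expression after 30 h compound treatment was quantified by counting fluorescent cells.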
Caspase-1 inhib: caspase-1 (human) inhibition, allosteric or competitive; AID 900; Caspase-1 enzyme, Ac-WEHD-AFC fluorogenic rate; 0.03% of 75,000 active; Potency, µM (doses to about 57.5 µM), for inactives: top-dose activity change, negative = inhibition, hits mostly inhibitors;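 note: potency is the fitted concentration of half-maximal effect; plate controls were vehicle for no effect and no substrate for full effect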
Target sequence (P29466 120-297 limits assumed): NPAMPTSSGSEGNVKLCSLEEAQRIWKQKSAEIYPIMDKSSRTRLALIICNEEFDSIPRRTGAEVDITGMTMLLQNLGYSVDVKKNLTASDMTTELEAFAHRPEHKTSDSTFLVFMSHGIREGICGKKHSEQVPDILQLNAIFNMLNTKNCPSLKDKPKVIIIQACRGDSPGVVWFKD
Target sequence (P29466 317-404 limits assumed): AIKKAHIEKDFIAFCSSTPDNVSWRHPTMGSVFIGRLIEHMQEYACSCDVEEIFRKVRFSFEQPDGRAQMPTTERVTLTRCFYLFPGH
Caspase-7 inhib: blocks human caspase-7 allosterically or competitively; Potency, µM (series often up to 57.5 µM), inactives show at the top dose activity change, negative = inhibition, usual class: inhibitors; recombinant caspase-7, Ac-DEVD-AFC fluorescence rate; 0.02% of 75,000 active; active = well fitted inhibition curve with a large enough effect in the main read-out, with a control signal flat, not every such curve was filed as active; inconclusive = small, poorly fitted or top-dose-only effect, or a change in a side signal; note: potency is the fitted concentration of half-maximal effect; % of control where 0% means no effect
Target sequence (P55210 24-198 limits assumed): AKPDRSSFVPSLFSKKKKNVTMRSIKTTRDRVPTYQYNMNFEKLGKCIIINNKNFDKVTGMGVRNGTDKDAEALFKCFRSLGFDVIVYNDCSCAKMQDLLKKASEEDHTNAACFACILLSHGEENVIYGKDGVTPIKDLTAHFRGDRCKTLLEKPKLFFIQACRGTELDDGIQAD
Target sequence (P55210 207-303 limits assumed): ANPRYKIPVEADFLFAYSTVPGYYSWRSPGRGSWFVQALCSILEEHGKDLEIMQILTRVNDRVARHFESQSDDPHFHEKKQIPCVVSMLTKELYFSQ
Ub-GFP proteasome: ubiquitin-GFP accumulation via proteasome inhibition. Potency, µM (series often up to 45.9 µM), without a hit: at the highest dose activation (GFP accumulation), hits mostly activators. 67,000 tested, under 10 active. Ubiquitin-GFP reporter cells, proteasome inhibition, GFP fluorescence; response scale: untreated = 0%, 10 µM MG-132 = 100%; active = well fitted activation curve with a large enough effect, not every such curve was filed as active; inconclusive = small, poorly fitted or top-dose-only effect, or another doubt; inactive = no such curve, though single readings can be large or run the other way; note: potency is the fitted concentration of half-maximal effect
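U2OS Ub(G76V)-GFP reporter; O/N plating, 0.5% FBS; cpd 46 uM–2.9 nM, 4 h, 37 °C; GFP+ cell count, 488/515 nm; norm. to basal vs 10 uM MG-132; CRC fit.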
BRCT PPI green: blocks human BRCA1 BRCT binding to phosphopeptide, green readout; BRCA1 BRCT-phosphopeptide binding, green fluorescence polarization; Potency, µM (doses to about 76.9 µM), for the others: top-dose activity change, negative = inhibition, most hits filed as inhibitors; 0.05% of 75,000 active;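 note: potency is the fitted concentration of half-maximal effect; plate controls were peptide without protein for full effect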
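Fluorescence polarization: His-tagged BRCT (~35 kDa BRCA1 C-terminus, 250 nM) bound to 100 nM fluorescein-labeled phosphorylated 10-aa BACH1 peptide, pH 7.3 phosphate buffer with DTT and Tween 20. Compounds incubated 12 min at room temperature; inhibition read as lowered polarization.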
* marks the source's active call; other numbers are inactive results; i = inactive; ? = inconclusive; / = no result given; [ ] = remark or other dose. Unless noted, calls come from the whole dose curve; as a rule, active = well fitted curve in the direction sought with a large enough effect; inconclusive = small, poorly fitted or top-dose-only effect, or another doubt; inactive = no such curve, though single readings can be large; an effect the other way counts as inactive or inconclusive.

Order of values – Caspase-7 inhib, GFP derepression, BRCT PPI green, Ub-GFP proteasome, HEK293 cAMP ctrl, Caspase-1 inhib, BRCT inh red, 4-MU autofl, Fluorescein fluor, USP2a inh, A350 autofl
CO[C@@H]1/C=C\O[C@@]2(C)Oc3c(C)c(O)c4c(c3C2=O)C(=N[C@H]2CC[C@H](O)O[C@@H]2C)C=C(NC(=O)/C(C)=C\C(=O)[C@@H]2C[C@@H]2[C@@H](O)[C@H](C)[C@@H](O)[C@H](C)[C@H](OC(C)=O)[C@@H]1C)C4=O
 : -3%[11.5 µM], 2%[9.22 µM], -0.8%[15.4 µM], -1%[9.17 µM], 10%[11.4 µM], 1%[11.5 µM], 0.2%[15.4 µM], ?, ?, /, ?
O=C(NC1CCCCC1)N(CCN1CCCC1)Cc1cc2cc3c(cc2[nH]c1=O)OCCO3
 : -5%, -1%, 2.5%, 3%, 14%, -5%, -3.5%, 3.2e-07M*, ?, 14%, 3.9e-07M*
COc1cc(CN2CCC(C(=O)NC3CCCC3)CC2)cc(OC)c1O
 : -1%, 0%, -0.1%, 1%, 4%, 2%, -1.7%, i, ?, -16%, i
COCCNC(=O)c1cc(-c2cccs2)on1
 : -1%, 23%, 2.4%, 1%, 1%, 3%, 0.5%, /, /, /, /
COC(=O)C1=C(C)N(c2cccc(C(C)=O)c2)C(=O)C1
 : 0%, 0%, -2.1%, -7%, ?, 0%, -0.8%, i, i, 3%, i
CCOC(=O)C1CCN(C(c2cc3ccc(C)cc3[nH]c2=O)c2nnnn2C2CCCCC2)CC1 (stereo not drawn)
 : -4%, 2%, 1.6%, -5%, 24%, -3%, -0.7%, i, i, 227%[activator], i
COc1ccc(CN2C(=O)[C@@H]3C(c4ccccc4Cl)=NO[C@@H]3C2=O)cc1
 : -2%, 3%, 0.0%, -10%, 2%, -1%, 0.2%, i, i, 6%, i
CCOc1ccc(OCc2ccc(C(=O)NCC3CCCO3)o2)cc1 (stereo not drawn)
 : -2%, 0%, -0.2%, -6%, 7%, -1%, -0.2%, ?, i, 6%, ?
CC1(C)CC(=O)C(C=NCCN2CCN(C(=O)CC3CCCC3)CC2)=C(O)C1
 : -1%, 2%, -2.1%, -7%, 4%, -3%, -1.4%, /, /, 4%, /
O=C(CCCOc1ccccc1)n1nnc2ccccc21
 : -12%, -4%, -1.1%, ?, 30%, 1%, -0.5%, /, /, -13%, /
Cc1ccc(CSC2=Nc3ccccc3C3=NC(CC(=O)NCc4ccco4)C(=O)N23)cc1 (stereo not drawn)
 : -27%, 0%, 1.6%, -9%, ?, -11%, -0.6%, 2.9e-08M*, i, 50%[activator], 2.9e-08M*
Cn1c(Cn2c(=O)sc3ccccc32)nnc1SCC(=O)NCC1CCCO1 (stereo not drawn)
 : 1%, -3%, 0.6%, 9%, -2%, 3%, 0.0%, /, /, /, /
COC(=O)COc1ccc2oc(=O)cc(C)c2c1
 : -1%, 6%, 0.9%, -4%, 2%, -2%, -1.4%, 2.5e-08M*, i, -5%, 2.8e-08M*
CCOc1cc(Br)c(C(=O)O)cc1OCC
 : 0%, -2%, -0.6%, 3%, ?, 0%, -0.9%, i, i, -11%, i
NC[C@@H]1O[C@H](O[C@@H]2[C@H](O[C@@H]3O[C@H](CO)[C@@H](COC[C@H]4O[C@@H](CN)[C@@H](O)[C@@H](O)[C@@H]4N)[C@@H]3O)[C@@H](O)[C@@H](N)C[C@H]2N)[C@@H](N)[C@H](O)[C@@H]1O
 : 1%[25.7 µM], 0%[20.6 µM], -1.3%[34.4 µM], 2%[20.5 µM], -2%[25.6 µM], 0%[25.7 µM], -7.1%[34.4 µM], i, ?, -5%[17.1 µM], i
Cc1nc2cnc(Nc3ccccc3)nc2n(CCC#N)c1=O
 : -5%, 2%[9.22 µM], 17%, 0%, ?, ?, 2.3%, i, i, 38%[activator], i
Cc1ccc(S(=O)(=O)n2nc(OC(=O)c3cccs3)cc2N)cc1
 : -4%, -3%, -4.7%, -5%, 0%, -1%, -0.9%, i, i, 22%, i
CCCN(CCC)CCCNC(=O)CC1Nc2ccccc2NC1=O (stereo not drawn)
 : -2%, 4%, 0.6%, 2%, 3%, -3%, -1.7%, 2.9e-08M*, i, -2%, 3.3e-08M*
CN1CCC(n2[nH]c(-c3ccccc3)c(Cc3ccccc3)c2=O)CC1
 : 3%[11.5 µM], -1%[9.22 µM], -0.3%[15.4 µM], -2%[9.17 µM], 17%[11.4 µM], -1%[11.5 µM], -0.9%[15.4 µM], i, i, /, i
Cc1ccc(-n2c(SCC(=O)OC(C)C)nnc2-c2ccncc2)cc1
 : -1%, 0%, -0.5%, 5%, ?, 0%, -1.3%, i, ?, 3%, ?
Cc1ccc(OCC(=O)Nc2cccc(-c3nnc(-c4ccccc4)o3)c2)cc1
 : -2%, 5%, -1.1%, 19%, ?, -4%, 0.7%, i, i, 25%, i
CCc1ccc2nc(NC3=NCN(CCOC)CN3)nc(C)c2c1
 : -1%, /, 1.1%, -1%, -2%, -2%, -0.6%, /, /, /, /
CC(Cc1ccccc1)C(=O)N[C@@H](CO)Cc1ccccc1 (stereo partly drawn)
 : -1%, /, 0.1%, /, 26%, 1%, -0.5%, /, /, /, /
O=C(CSc1nnc2scc(-c3ccccc3)n12)Nc1nsc(-c2ccc(Cl)cc2)n1
 : -5%, -2%, -1.9%, -3%, 16%, 1%, -1.2%, i, i, 24%, i
FC(F)(F)c1cc(-c2ccccc2)nc(NCC2CCCO2)n1 (stereo not drawn)
 : 2%, 0%, -2.9%, -2%, 18%, 0%, -0.9%, 3.2e-08M*, i, -12%, 3e-08M*
Cc1csc(NC(=O)CSc2nnc(-c3ccccn3)n2-c2ccc(C)c(C)c2)n1
 : -2%, 0%, -2.2%, 2%, 8%, 1%, 0.2%, i, ?, 28%, i
Cc1ccc(-c2nc3ccccc3[nH]2)cc1NC(=O)c1ccco1
 : -1%, 1%, -1.0%, 5%, 13%, -1%, -0.7%, i, i, 13%, ?
CCN(CCCNC(=O)c1cn(CC)c2ccc(S(=O)(=O)N(C)C)cc2c1=O)c1cccc(C)c1
 : 2%, -3%, -1.6%, -10%, -24%, 0%, -1.7%, i, ?, 11%, i
COc1ccc2c(C(F)(F)F)cc(=O)oc2c1C
 : 1%, -3%, -2.1%, -4%, 6%, -2%, -1.1%, 2.2e-07M*, i, -2%, 2.7e-07M*
Cc1ccc(-c2nc3ccccc3n3nnnc23)cc1
 : -1%, -1%, -1.3%, -5%, 11%, 2%, -2.1%, 7.5e-07M*, i, 9%, 6.2e-07M*
CCOc1ccc(NCC2CCOC(C)(C)C2)cc1 (stereo not drawn)
 : 0%, 3%, 2.6%, 6%, 1%, -4%, -1.7%, i, i, 23%, i
Cc1ccc(C)c(N)c1
 : 0%, /, -1.9%, /, 8%, -1%, 0.2%, /, /, /, /
CCN(CCCNC(=O)C1CCC(=O)N1Cc1ccc(F)cc1)c1cccc(C)c1 (stereo not drawn)
 : 1%, 0%, -0.4%, -11%, 15%, 1%, 0.6%, i, i, 14%, i
COC(=O)c1sccc1NC(=O)Cn1cnc2c1c(=O)n(C)c(=O)n2C
 : -2%, 3%, 0.1%, 1%, 6%, 1%, -0.6%, i, i, 1%, i
COc1ccccc1N1CCN(C(=O)c2ccccc2Oc2ccccc2)CC1
 : -6%, 2%, 0.4%, /, -3%, -2%, 0.5%, i, ?, 23%, i
Cc1nc2ncnn2c(C)c1CCC(=O)Oc1ccccc1
 : 0%, -4%, -1.9%, -1%, 9%, 1%, 0.4%, i, i, -5%, i
CCOc1ccccc1N1CCN(Cc2cccc(OC)c2OC)CC1
 : -2%, /, -1.9%, /, 23%, -5%, 0.1%, /, /, /, /
COc1ccc(CN2CCC(C(=O)N3CCN(c4ccccc4F)CC3)CC2)cc1OC
 : 0%, -2%, -2.3%, 26%, 11%, -2%, -0.1%, /, /, 1%, /
Nc1nc(-c2cccc(NS(=O)(=O)c3ccccc3)c2)cs1
 : -2%, -2%, -2.0%, 8%, 1%, -1%, -0.5%, i, ?, 1%, i
CN(C)Cc1ccc(-c2cc3onc(-c4ccccc4)c3c(=O)n2C)cc1
 : -2%[11.5 µM], -3%[9.22 µM], 0.5%[15.4 µM], -3%[9.17 µM], -3%[11.4 µM], -1%[11.5 µM], -0.8%[15.4 µM], i, ?, /, i
Cc1ccc(C(=O)Nc2cccc(C(=O)NCc3ccccc3)c2)o1
 : 2%, 0%, 0.0%, 2%, 16%, 1%, -1.5%, i, i, -2%, i
CCNC(=O)C1CC(=O)N(Cc2ccc(F)cc2)C(=Nc2ccc(OC)cc2)S1 (stereo not drawn)
 : 5%, 1%, -1.7%, 3%, 1%, -1%, -0.5%, i, ?, -5%, ?
CCC(c1nnc(SCC(=O)Nc2nnc(-c3ccccc3)o2)o1)N(C)C (stereo not drawn)
 : -2%, 1%, 1.3%, 0%, 5%, 1%, -0.1%, i, ?, -1%, i
COCc1cc(=O)n2[nH]c(C)nc2n1
 : 3%, 0%, -4.9%, -6%, -1%, -1%, -0.3%, i, i, -8%, i
O=C(O)CCCC(=O)NCCCc1ccccc1
 : 0%, 0%, -0.3%, -8%[9.17 µM], 6%[11.4 µM], 3%, -1.7%, /, /, -2%[7.66 µM], /

The list is partial; count on the stated rates, not on these rows.
